Screening results deposited in PubChem by Broad Institute.
NSD2 block: inhibitors of human NSD2 methyltransferase. O96028. NSD2-SET H3K36me1 DELFIA fluorescence, biochemical. inhibition, % at 12.5 µM. 44,000 compounds, 0.07% hits; in the data active means inhibition above about 54%, passing the limit was not always enough;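 further: inhibitors reduce the monomethyl H3K36 fluorescence signal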
Target sequence (O96028 whole entry, looked up): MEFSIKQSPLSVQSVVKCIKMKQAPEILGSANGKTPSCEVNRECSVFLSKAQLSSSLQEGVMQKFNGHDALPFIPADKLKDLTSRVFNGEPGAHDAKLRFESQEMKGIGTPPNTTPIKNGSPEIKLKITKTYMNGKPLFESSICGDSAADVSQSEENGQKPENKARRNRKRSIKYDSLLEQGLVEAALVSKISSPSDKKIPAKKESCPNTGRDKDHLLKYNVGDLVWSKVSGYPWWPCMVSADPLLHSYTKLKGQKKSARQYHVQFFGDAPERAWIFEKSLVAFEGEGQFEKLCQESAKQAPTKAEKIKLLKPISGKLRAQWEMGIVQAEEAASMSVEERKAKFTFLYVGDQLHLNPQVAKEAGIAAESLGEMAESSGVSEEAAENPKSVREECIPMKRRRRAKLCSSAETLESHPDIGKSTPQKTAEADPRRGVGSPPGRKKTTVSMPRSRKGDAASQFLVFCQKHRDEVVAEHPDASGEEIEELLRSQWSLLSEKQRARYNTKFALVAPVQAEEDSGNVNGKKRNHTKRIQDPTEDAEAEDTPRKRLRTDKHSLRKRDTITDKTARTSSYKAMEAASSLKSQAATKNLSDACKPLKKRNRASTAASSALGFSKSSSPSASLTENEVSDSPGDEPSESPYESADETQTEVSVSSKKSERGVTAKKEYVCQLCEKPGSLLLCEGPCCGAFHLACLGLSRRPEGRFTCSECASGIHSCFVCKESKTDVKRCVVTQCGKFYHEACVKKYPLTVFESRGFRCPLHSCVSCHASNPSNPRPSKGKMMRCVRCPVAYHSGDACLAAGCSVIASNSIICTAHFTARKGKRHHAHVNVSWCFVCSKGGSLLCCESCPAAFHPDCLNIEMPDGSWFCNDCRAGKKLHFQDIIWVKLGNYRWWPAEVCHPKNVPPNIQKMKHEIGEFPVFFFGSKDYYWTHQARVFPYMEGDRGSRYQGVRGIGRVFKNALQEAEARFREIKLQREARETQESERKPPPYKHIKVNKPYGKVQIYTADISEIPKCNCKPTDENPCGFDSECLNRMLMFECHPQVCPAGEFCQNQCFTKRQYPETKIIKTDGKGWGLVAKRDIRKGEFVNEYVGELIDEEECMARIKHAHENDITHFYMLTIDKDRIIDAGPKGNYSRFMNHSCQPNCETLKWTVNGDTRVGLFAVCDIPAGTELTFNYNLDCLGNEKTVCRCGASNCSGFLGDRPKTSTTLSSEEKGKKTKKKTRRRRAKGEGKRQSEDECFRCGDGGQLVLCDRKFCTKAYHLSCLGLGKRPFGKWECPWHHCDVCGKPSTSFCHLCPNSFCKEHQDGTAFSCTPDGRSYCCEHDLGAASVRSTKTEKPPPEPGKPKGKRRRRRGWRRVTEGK
* hit, by the source's call. A portion of the library; rates above refer to the full screens.

What do the screens show for `C[C@H](CO)N1C[C@H](C)[C@H](CN(C)S(=O)(=O)c2ccc(F)cc2)Oc2ccc(NS(=O)(=O)c3cn(C)cn3)cc2C1=O`?
NSD2 block: -1

Results for COc1ccc(S(=O)(=O)N(C)C[C@H]2Oc3c(NC(=O)NC4CCCCC4)cccc3C(=O)N([C@@H](C)CO)C[C@H]2C)cc1 ?
NSD2 block: -3

Results for C[C@H](CO)N1C[C@H](C)[C@H](CN(C)C(=O)Nc2ccccc2)Oc2ccc(NS(=O)(=O)c3ccc(Cl)cc3)cc2CC1=O ?
NSD2 block: -3

How did Cc1ccc(S(=O)(=O)Nc2ccc3c(c2)C(=O)N([C@@H](C)CO)C[C@H](C)[C@@H](CN(C)S(=O)(=O)c2ccccc2)O3)cc1 do in these assays?
NSD2 block: -4

Results for CO[C@H](CN(C)C(=O)c1cnccn1)[C@@H](C)CN([C@@H](C)CO)S(=O)(=O)c1ccc(F)cc1 ?
NSD2 block: 0

Results for C[C@@H]1CN([C@@H](C)CO)C(=O)c2cccc(NC(=O)C3CCOCC3)c2O[C@H]1CN(C)Cc1ccc(C(=O)O)cc1 ?
NSD2 block: -2

What do the screens show for `COc1ccc(CN(C)C[C@H]2Oc3c(NC(=O)C4CCCCC4)cccc3C(=O)N([C@H](C)CO)C[C@@H]2C)cc1`?
NSD2 block: 1

How did CC(C)NC(=O)N(C)C[C@@H]1Oc2ccc(NS(=O)(=O)c3cccs3)cc2CC(=O)N([C@@H](C)CO)C[C@@H]1C do in these assays?
NSD2 block: 2

What do the screens show for `C[C@@H]1CN([C@@H](C)CO)C(=O)c2cc(C#C[C@@H](C)O)cnc2O[C@H]1CN(C)Cc1ccc(-c2ccccc2)cc1`?
NSD2 block: 5

How did C[C@H](CO)N1C[C@H](C)[C@H](CN(C)S(C)(=O)=O)Oc2ncc(C#Cc3ccccc3F)cc2C1=O do in these assays?
NSD2 block: -7

Results for COc1ccccc1N1C(=O)CC(Sc2nccc(C)n2)C1=O (configuration not stated) ?
NSD2 block: 4

How did C[C@@H]1CN([C@@H](C)CO)C(=O)c2cc(NC(=O)Cc3ccccc3)ccc2O[C@@H](C)CCCCO[C@@H]1CN(C)C(=O)Nc1cccc2ccccc12 do in these assays?
NSD2 block: -7

Results for CO[C@@H](CN(C)Cc1ccc(-c2ccccn2)cc1)[C@H](C)CN(C(=O)Nc1ccc(F)cc1)[C@@H](C)CO ?
NSD2 block: 3

What do the screens show for `C[C@@H]1CCCCO[C@H](CN(C)C(=O)Nc2ccc(F)cc2)[C@H](C)CN([C@@H](C)CO)C(=O)c2cc(NC(=O)Nc3ccc(F)cc3)ccc2O1`?
NSD2 block: 6

What do the screens show for `C[C@@H]1CN([C@@H](C)CO)S(=O)(=O)c2ccc(C#CC3CC3)cc2O[C@@H]1CN(C)Cc1cncnc1`?
NSD2 block: 3

What do the screens show for `C[C@H](CO)N1C[C@H](C)[C@@H](CN(C)C(=O)c2cc(-c3ccccc3)on2)OCc2cnnn2CCCC1=O`?
NSD2 block: -2

Results for Cc1noc(C)c1S(=O)(=O)Nc1ccc2c(c1)C(=O)N([C@@H](C)CO)C[C@H](C)[C@H](CN(C)CC1CC1)O2 ?
NSD2 block: 7

Results for COc1ccc(S(=O)(=O)Nc2ccc3c(c2)C(=O)N([C@H](C)CO)C[C@@H](C)[C@@H](CN(C)S(=O)(=O)c2ccc(OC)cc2)OCCCC[C@H](C)O3)cc1 ?
NSD2 block: 3

How did C[C@@H]1CN([C@@H](C)CO)C(=O)c2cc(NC(=O)c3ccccc3)ccc2O[C@@H](C)CCCCO[C@H]1CN(C)S(=O)(=O)c1ccc(F)cc1 do in these assays?
NSD2 block: 8

What do the screens show for `COc1ccc(S(=O)(=O)N(C)C[C@H]2Oc3ccc(NS(=O)(=O)c4ccc(F)cc4)cc3C(=O)N([C@H](C)CO)C[C@H]2C)cc1`?
NSD2 block: 5

Results for Cc1noc(C)c1NC(=O)N(C)C[C@@H]1Oc2ccc(NC(=O)Nc3ccc(F)cc3)cc2C(=O)N([C@H](C)CO)C[C@H]1C ?
NSD2 block: 6

How did CN(C)C(=O)C[C@H]1CC[C@@H](NC(=O)C2CC2)[C@@H](CO)O1 do in these assays?
NSD2 block: 5

How did C[C@@H]1CN([C@H](C)CO)C(=O)Cc2cc(NC(=O)Nc3ccccc3)ccc2O[C@@H]1CN(C)CC1CC1 do in these assays?
NSD2 block: 7

How did O=C(Nc1ccc2c(c1)[C@@H]1C[C@H](CC(=O)N3CCc4ccccc4C3)O[C@H](CO)[C@@H]1O2)C1CCOCC1 do in these assays?
NSD2 block: 1

How did CNC[C@H]1Oc2cc(C#CC3(O)CCCC3)ccc2S(=O)(=O)N([C@H](C)CO)C[C@@H]1C do in these assays?
NSD2 block: -4

How did C[C@H]1CN([C@@H](C)CO)S(=O)(=O)c2ccc(-c3cncnc3)cc2O[C@H]1CN(C)C(=O)c1ccc2c(c1)OCO2 do in these assays?
NSD2 block: 2

How did COc1ccc(CN(C)C[C@H]2Oc3ccc(NC(=O)Nc4ccc5c(c4)OCO5)cc3C(=O)N([C@@H](C)CO)C[C@@H]2C)cc1 do in these assays?
NSD2 block: -2

What do the screens show for `COc1ccc(S(=O)(=O)Nc2ccc3c(c2)C(=O)N([C@@H](C)CO)C[C@H](C)[C@H](CN(C)C(=O)CCCN(C)C)OCCCC[C@@H](C)O3)cc1`?
NSD2 block: -2

Results for Cc1ccccc1-c1ccc2c(c1)O[C@H](CN(C)C(=O)C1CC1)[C@H](C)CN([C@H](C)CO)S2(=O)=O ?
NSD2 block: -1

How did C[C@@H]1CN([C@@H](C)CO)C(=O)c2cc(NC(=O)Nc3cccc4ccccc34)ccc2O[C@H]1CN(C)S(=O)(=O)c1cn(C)cn1 do in these assays?
NSD2 block: 4

What do the screens show for `O=C(C[C@H]1C[C@H]2c3cc(NC(=O)CC4CC4)ccc3O[C@H]2[C@H](CO)O1)NCc1ccc2c(c1)OCO2`?
NSD2 block: 24

What do the screens show for `C=C1CC/C=C(/C(=O)O)C[C@H](O)C2C1CC2(C)C` (some centres not stated)?
NSD2 block: 3

Results for C[C@@H]1CN([C@H](C)CO)C(=O)Cc2cc(NS(=O)(=O)c3ccc(F)cc3)ccc2O[C@H]1CN(C)S(=O)(=O)c1ccc(F)cc1 ?
NSD2 block: -1

Results for CC(C)NC(=O)N(C)C[C@H]1OCCCC[C@@H](C)Oc2ccc(NC(=O)Cc3ccccc3)cc2C(=O)N([C@@H](C)CO)C[C@@H]1C ?
NSD2 block: 10

How did CCC(=O)N(C)C[C@H]1Oc2ncc(-c3ccc(F)cc3)cc2C(=O)N([C@@H](C)CO)C[C@@H]1C do in these assays?
NSD2 block: 2

How did C[C@@H]1CN([C@H](C)CO)C(=O)c2cc(NS(=O)(=O)c3ccc(Cl)cc3)ccc2O[C@@H]1CN(C)C(=O)Nc1ccc2c(c1)OCO2 do in these assays?
NSD2 block: -5

What do the screens show for `CCCN(C)C[C@@H]1Oc2ncc(-c3ccccc3OC)cc2C(=O)N([C@H](C)CO)C[C@H]1C`?
NSD2 block: 5

Results for C[C@H](CO)N1C[C@H](C)[C@H](CN(C)C(=O)NC2CCCCC2)Oc2cc(C#Cc3cccc(F)c3)ccc2S1(=O)=O ?
NSD2 block: -3

How did CCCN(C)C[C@@H]1Oc2cc(C#Cc3ccccc3OC)ccc2S(=O)(=O)N([C@H](C)CO)C[C@@H]1C do in these assays?
NSD2 block: 11

What do the screens show for `COc1ccc(NC(=O)Nc2ccc3c(c2)C(=O)N([C@H](C)CO)C[C@H](C)[C@H](CN(C)C(=O)Nc2ccc4c(c2)OCO4)O3)cc1`?
NSD2 block: 0

Results for COc1ccc(S(=O)(=O)Nc2cccc3c2O[C@@H](CN(C)S(=O)(=O)c2ccc(C)cc2)[C@H](C)CN([C@H](C)CO)C3=O)cc1 ?
NSD2 block: -1

What do the screens show for `COc1ccccc1S(=O)(=O)N(C)C[C@H]1OCc2ccccc2-c2ccccc2C(=O)N([C@@H](C)CO)C[C@@H]1C`?
NSD2 block: -5

Results for C[C@@H]1CN([C@H](C)CO)C(=O)Cc2cc(NC(=O)Nc3ccc4c(c3)OCO4)ccc2O[C@H]1CN(C)Cc1ccc2c(c1)OCO2 ?
NSD2 block: -6

How did C[C@@H]1CN([C@@H](C)CO)C(=O)c2cc(-c3ccc(F)cc3)cnc2O[C@H]1CN(C)C(=O)Nc1ccc(F)cc1 do in these assays?
NSD2 block: -1

Results for Cc1ccc(S(=O)(=O)Nc2ccc3c(c2)CC(=O)N([C@@H](C)CO)C[C@H](C)[C@H](CN(C)C)O3)cc1 ?
NSD2 block: 5

What do the screens show for `CCOc1cc(OCC)cc(C(=O)N[C@@H](Cc2ccc(-n3cc(COc4ccccc4/C=C(C)/C=C/C(=O)NO)nn3)cc2)C(=O)OC)c1`?
NSD2 block: -4

Results for Cc1noc(C)c1NC(=O)N(C)C[C@H]1Oc2ccc(NC(=O)NC3CCCCC3)cc2CC(=O)N([C@@H](C)CO)C[C@@H]1C ?
NSD2 block: -1

What do the screens show for `C[C@@H]1CN([C@@H](C)CO)S(=O)(=O)c2ccc(C3=CCCCC3)cc2O[C@H]1CN(C)C(=O)Nc1ccc2c(c1)OCO2`?
NSD2 block: 5

How did C[C@@H]1CCCCO[C@H](CN(C)Cc2ccncc2)[C@H](C)CN([C@@H](C)CO)C(=O)c2cc(NS(=O)(=O)c3cn(C)cn3)ccc2O1 do in these assays?
NSD2 block: 1

Results for COc1cccc(S(=O)(=O)N(C)C[C@@H]2Oc3ncc(/C=C/c4ccccc4)cc3C(=O)N([C@H](C)CO)C[C@@H]2C)c1 ?
NSD2 block: -3

What do the screens show for `CCCC#Cc1cnc2c(c1)C(=O)N([C@@H](C)CO)C[C@H](C)[C@H](CN(C)C(=O)c1ccc(F)cc1)O2`?
NSD2 block: -13

How did C[C@@H]1CCCCO[C@H](CN(C)C(=O)c2ccncc2)[C@@H](C)CN([C@@H](C)CO)C(=O)c2cc(NC(=O)CCC(F)(F)F)ccc2O1 do in these assays?
NSD2 block: 2

Results for Cc1noc(C)c1S(=O)(=O)N(C)C[C@H]1Oc2ccc(NC(=O)Nc3cccc4ccccc34)cc2CC(=O)N([C@H](C)CO)C[C@@H]1C ?
NSD2 block: 7

What do the screens show for `C[C@@H]1CCCCO[C@H](CN(C)C(=O)c2ccncc2)[C@@H](C)CN([C@H](C)CO)C(=O)c2cc(N(C)C)ccc2O1`?
NSD2 block: 8

Results for C[C@H](CO)N1C[C@H](C)[C@@H](CN(C)Cc2ccc(O)cc2)OCc2cn(nn2)CCCC1=O ?
NSD2 block: 3

How did C/C=C/c1cnc2c(c1)C(=O)N([C@@H](C)CO)C[C@H](C)[C@H](CN(C)S(=O)(=O)c1ccccc1F)O2 do in these assays?
NSD2 block: -5

Results for O=C(C[C@H]1CC[C@H](NC(=O)Nc2ccc(C(F)(F)F)cc2)[C@@H](CO)O1)NCCN1CCCC1 ?
NSD2 block: 1

What do the screens show for `C[C@@H]1CN([C@@H](C)CO)S(=O)(=O)c2ccc(-c3ccc(C(=O)N(C)C)cc3)cc2O[C@@H]1CN(C)C`?
NSD2 block: 2

What do the screens show for `C[C@@H]1CN([C@H](C)CO)S(=O)(=O)c2ccc(Br)cc2O[C@H]1CN(C)C(=O)C1CC1`?
NSD2 block: 6

What do the screens show for `COC(=O)C(CC#Cc1ccc2c(c1)[C@]1(C(=O)N2)[C@H](c2ccc(O)cc2)N2[C@H](c3ccccc3)[C@H](c3ccccc3)OC(=O)[C@H]2[C@@H]1C(=O)N1CCN(c2ncccn2)CC1)C(=O)OC`?
NSD2 block: 0

2 compounds drawn at random from the list so far:
How did C[C@@H]1CN([C@@H](C)CO)C(=O)c2cc(-c3ccc(F)cc3)cnc2O[C@H]1CN(C)C(=O)Nc1ccc(F)cc1 do in these assays?
NSD2 block: -1

Results for COc1cccc(S(=O)(=O)N(C)C[C@@H]2Oc3ncc(/C=C/c4ccccc4)cc3C(=O)N([C@H](C)CO)C[C@@H]2C)c1 ?
NSD2 block: -3

New compounds follow.
What do the screens show for `C[C@H]1CN([C@@H](C)CO)C(=O)c2cc(NC(=O)Nc3ccccc3)ccc2O[C@H]1CN(C)S(=O)(=O)c1cccs1`?
NSD2 block: -4

How did OC(c1cc(C(F)(F)F)nc2c(C(F)(F)F)cccc12)C1CCCCN1 (configuration not stated) do in these assays?
NSD2 block: 3

Results for C/C=C/c1cnc2c(c1)C(=O)N([C@@H](C)CO)C[C@@H](C)[C@@H](CN(C)C(=O)Nc1ccc(F)cc1)O2 ?
NSD2 block: -3

How did Cn1c(CSc2cc(C(F)(F)F)nc3ccccc23)n[nH]c1=S do in these assays?
NSD2 block: -5

7 structures out of the list, ordered by formula weight, largest number first:
What do the screens show for `COC(=O)C(CC#Cc1ccc2c(c1)[C@]1(C(=O)N2)[C@H](c2ccc(O)cc2)N2[C@H](c3ccccc3)[C@H](c3ccccc3)OC(=O)[C@H]2[C@@H]1C(=O)N1CCN(c2ncccn2)CC1)C(=O)OC`?
NSD2 block: 0

How did C/C=C/c1cnc2c(c1)C(=O)N([C@@H](C)CO)C[C@H](C)[C@H](CN(C)S(=O)(=O)c1ccccc1F)O2 do in these assays?
NSD2 block: -5

What do the screens show for `C[C@@H]1CN([C@@H](C)CO)S(=O)(=O)c2ccc(-c3ccc(C(=O)N(C)C)cc3)cc2O[C@@H]1CN(C)C`?
NSD2 block: 2

Results for O=C(C[C@H]1CC[C@H](NC(=O)Nc2ccc(C(F)(F)F)cc2)[C@@H](CO)O1)NCCN1CCCC1 ?
NSD2 block: 1

Results for C/C=C/c1cnc2c(c1)C(=O)N([C@@H](C)CO)C[C@@H](C)[C@@H](CN(C)C(=O)Nc1ccc(F)cc1)O2 ?
NSD2 block: -3

Results for C[C@H](CO)N1C[C@H](C)[C@@H](CN(C)Cc2ccc(O)cc2)OCc2cn(nn2)CCCC1=O ?
NSD2 block: 3

How did OC(c1cc(C(F)(F)F)nc2c(C(F)(F)F)cccc12)C1CCCCN1 (configuration not stated) do in these assays?
NSD2 block: 3
